# Compound activity deposited in PubChem BioAssay by several laboratories.
# OX1R antag: OX1R (HCRTR1) antagonists, primary screen, fluorescence, CHO/OX1R cells, Fluo-8 calcium, orexin A; inhibition, % at 5 µM; 330,000 tested, 0.43% active; Fluo-8 calcium fluorescence; AID 434989, 2010; Orexin/Hypocretin receptor type 1 (Homo sapiens), O43613;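 active = inhibition above its plate's threshold, mean inhibition of all tested compounds on the plate plus 3 SD, cut at about 37% in these data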;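 also: 0% = orexin A challenge wells and 100% = SB-334867-A antagonist wells; not every result past the cut was called active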
# Target sequence (O43613 whole entry, looked up): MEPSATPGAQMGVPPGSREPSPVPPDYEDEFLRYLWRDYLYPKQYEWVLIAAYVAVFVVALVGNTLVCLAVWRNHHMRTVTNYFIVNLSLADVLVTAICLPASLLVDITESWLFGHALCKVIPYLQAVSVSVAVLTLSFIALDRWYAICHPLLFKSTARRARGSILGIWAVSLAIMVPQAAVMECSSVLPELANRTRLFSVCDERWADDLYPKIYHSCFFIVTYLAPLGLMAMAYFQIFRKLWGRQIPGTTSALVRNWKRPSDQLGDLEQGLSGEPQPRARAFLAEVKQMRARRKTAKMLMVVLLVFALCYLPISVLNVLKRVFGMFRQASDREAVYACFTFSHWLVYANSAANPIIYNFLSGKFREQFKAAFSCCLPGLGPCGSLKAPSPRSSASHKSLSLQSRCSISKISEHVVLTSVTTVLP
# CHT PAM: CHT positive allosteric modulators, primary screen, cell-based, membrane potential dye, choline EC20 | High affinity choline transporter 1 (Homo sapiens), Q9GZV3 | CHT-expressing cells; active compounds read high; LV-AA mutant CHT in HEK293 cells | B-score at 10 µM | 310,000 tested, 0.49% active | AID 488977, 2010;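 active = initial fluorescence not abnormally high and integrated response B-score, plate-corrected, over 3 SD above library mean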
# Target sequence (Q9GZV3 whole entry, looked up): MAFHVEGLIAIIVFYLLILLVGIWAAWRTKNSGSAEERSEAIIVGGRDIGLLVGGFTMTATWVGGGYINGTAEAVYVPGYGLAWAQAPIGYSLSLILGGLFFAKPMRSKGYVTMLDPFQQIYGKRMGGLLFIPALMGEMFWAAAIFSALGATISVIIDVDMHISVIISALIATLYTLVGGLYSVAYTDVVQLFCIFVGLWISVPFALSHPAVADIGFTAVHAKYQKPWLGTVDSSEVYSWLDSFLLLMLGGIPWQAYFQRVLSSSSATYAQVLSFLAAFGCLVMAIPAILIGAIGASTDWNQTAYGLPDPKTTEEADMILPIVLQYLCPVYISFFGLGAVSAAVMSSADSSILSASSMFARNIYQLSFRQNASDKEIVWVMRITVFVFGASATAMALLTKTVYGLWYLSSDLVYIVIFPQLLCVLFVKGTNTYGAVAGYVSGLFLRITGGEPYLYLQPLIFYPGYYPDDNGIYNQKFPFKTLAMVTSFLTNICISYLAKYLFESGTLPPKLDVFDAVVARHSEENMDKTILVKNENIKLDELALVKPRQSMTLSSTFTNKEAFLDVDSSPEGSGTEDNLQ
# Numbers without * were called inactive; i = inactive; / = not tested or not shown.
# A first look, two compounds:
# Values in the order – OX1R antag | CHT PAM
CCCCNC(=O)c1oc2ccc(S(=O)(=O)N3CCCC3)cc2c1C
→ -26 | i
COC(=O)C1=C(C(=O)OC)[C@@H]2N(C)c3ccc(OC)cc3[C@@]23C[C@@H](C(=O)OC)N(C(=O)CC(C)C)C3=N1
→ -38 | i

# Results, repeating the preview:
# Values in the order – OX1R antag | CHT PAM
CCCCNC(=O)c1oc2ccc(S(=O)(=O)N3CCCC3)cc2c1C
→ -26 | i
COC(=O)C1=C(C(=O)OC)[C@@H]2N(C)c3ccc(OC)cc3[C@@]23C[C@@H](C(=O)OC)N(C(=O)CC(C)C)C3=N1
→ -38 | i
NC(=O)C1=C[C@@H](c2ccccc2)C[C@@H](OCc2ccc(CO)cc2)O1
→ 1 | i
CC(=O)c1cccc(OCCN2C(=O)NC(C)(C)C2=O)c1
→ -3 | i
C=CCNc1nc2c(c(=O)[nH]c(=O)n2C)n1CCOc1ccccc1
→ -6 | i
COc1ccc(C(C)(C)C)cc1NC(=O)CCN1C(=O)C2CCCCC2C1=O (stereo not drawn)
→ -29 | /
O=C(CCC(=O)N(CC(=O)NC1CCCCC1)Cc1ccccc1)Nc1ccccn1
→ -23 | i
CCCCCCCC(=O)NNC(=O)c1ccc(F)cc1
→ -12 | i
CC12CCC(=O)N1C(C(=O)N1CCN(S(=O)(=O)c3cccc(C(F)(F)F)c3)CC1)CS2 (stereo not drawn)
→ -12 | i
O=C(N/N=C/c1c(O)ccc2ccccc12)c1ccc[n+](CCO)c1
→ -6 | i
COc1ccc(/C=N/NC(=O)c2cccc(Br)c2)cc1COc1ccccn1
→ -25 | i
CCC(C)Cn1c(C(C)C)nc2ccccc21 (stereo not drawn)
→ -16 | i
CN(C(=O)COC(=O)c1cc([N+](=O)[O-])ccc1Sc1ccccc1)C1CCS(=O)(=O)C1 (stereo not drawn)
→ -30 | i
CC(C)C(NC(=O)c1cccs1)C(=O)NC1CCCCC1 (stereo not drawn)
→ -12 | i
O=C(COC(=O)CNC(=O)c1ccc(Br)o1)Nc1ccc2c(c1)OCCO2
→ -14 | i
CSc1ccccc1C(=O)NCCCn1ccnc1
→ 3 | i
COc1ccccc1NC(=O)/C(=C\c1cccnc1)NC(=O)c1ccccc1
→ -2 | i
C[C@H](NC(=O)c1ccccc1Cl)C(=O)OCCOc1cccc(Cl)c1
→ 4 | i
O=C(O)c1ccc(N=NNc2cccc([N+](=O)[O-])c2)cc1
→ 14 | i
Cc1ccc(NC(=O)c2ccc(S(=O)(=O)N3CCCC3)cc2)cc1
→ -8 | i
Cc1ccc(CN2CCN(Cc3cnc(C)s3)CC2CCO)o1 (stereo not drawn)
→ -20 | i
COc1ccc(CC(=O)OCC(=O)NCCNC(=O)COC(=O)Cc2ccc(OC)cc2)cc1
→ -18 | i
Nc1ccn(Cc2ccc(F)cc2)n1
→ -14 | i
CC(C)(C)NS(=O)(=O)c1ccc(NC(=S)NC(=O)C2CCC2)cc1
→ 2 | i
CC(=O)c1c(C)[nH]c(C(=O)CSc2nc3ccc(C)cc3[nH]2)c1C
→ -16 | i
COc1cccc(-n2c(SCC(=O)NCCC3=CCCCC3)nc3n[nH]c(C)c3c2=N)c1
→ -2 | i
Cc1cc(-n2c(C)cc(C(=O)CCl)c2C)no1
→ -6 | i
COc1ccccc1C(=O)N1CCC(N2CCN(c3ccccc3)CC2)CC1
→ -2 | i
COc1ccc(CN2CCNC(=O)C2CC(=O)N(C)Cc2ccccn2)cc1OC (stereo not drawn)
→ -9 | i
Cc1nn(C)c(Oc2ccc(Cl)cc2)c1C(=O)O
→ -4 | i
CCCCCN(C(=O)NC(=O)Nc1ccc(C)cc1C)S(C)(=O)=O
→ -7 | i
COC(=O)Cn1c2ccc(C)cc2c2nc(C)sc21
→ -9 | i
COc1ccc(Cl)cc1NC(=O)NC1CCCCC1
→ -21 | i
CC(Oc1ccccc1F)C(=O)NNC(=O)CC(C)c1ccccc1 (stereo not drawn)
→ -6 | i
Cc1ccc(NC(=O)c2nnn(-c3cc(C)cc(C)c3)c2N)cc1
→ -18 | i
S=C1NC2(CCCCC2)NN1c1ccccc1
→ -8 | i
CN(C)c1cc[n+](CC(=O)Nc2cccc([N+](=O)[O-])c2)cc1
→ 0 | i
Cc1cc(C)n2nc(SCC(=O)Nc3ccc(S(=O)(=O)N(C)C)cc3)nc2n1
→ 6 | /
CCc1nn(CC(=O)NCCCN2CCN(C)CC2)c(=O)c2cc3sccc3n12
→ -7 | i
O=C(O)c1cc(NCc2cccs2)ccc1N1CCOCC1
→ -4 | i
CC(=O)Nc1ccc(S(=O)(=O)N(C)c2ccccc2)cc1
→ -2 | i
COc1ccc(NC(=S)NCCNC(C)=O)cc1
→ 1 | i
COc1ccc(CCNC(=O)C2CCN(C(=O)c3cccc(Cl)c3)CC2)cc1OC
→ -12 | i
CCc1ccc(C(=O)COC(=O)CNC(=O)c2ccco2)cc1
→ -17 | i
CCN1CCN(CC(=O)Nc2ccccc2)C(=O)C1=O
→ -19 | i

# 3 records picked at random from those above:
# Values in the order – OX1R antag | CHT PAM
COc1ccc(/C=N/NC(=O)c2cccc(Br)c2)cc1COc1ccccn1
→ -25 | i
Cc1cc(-n2c(C)cc(C(=O)CCl)c2C)no1
→ -6 | i
Cc1ccc(CN2CCN(Cc3cnc(C)s3)CC2CCO)o1 (stereo not drawn)
→ -20 | i

# The listing continues.
# Values in the order – OX1R antag | CHT PAM
COCc1cc(/C=N\NC(=O)COc2ccccc2)ccc1OC
→ -9 | i
CCCCn1nnnc1NCc1cc(OC)c(OC)cc1OC
→ -11 | i
COc1ccc(CN2[C@@H](CC(C)=O)c3cc(C(F)(F)F)ccc3S2(=O)=O)cc1
→ -12 | i
CCC(CO)NCc1sccc1C (stereo not drawn)
→ -11 | i
Cc1ccc(C)c(NC(=O)Cn2ccn(-c3ccc4c(c3)OCO4)c(=O)c2=O)c1
→ -3 | i
CCOc1ccc(CCNC(=O)C2CCCN(S(=O)(=O)c3c(C)n[nH]c3C)C2)cc1OCC (stereo not drawn)
→ -26 | i
CC1(C)CC2CC(C)(CN2C(=O)NC(=O)c2ccccc2)C1 (stereo not drawn)
→ -9 | i
CNc1nc(SCC(=O)Nc2ccc(Cl)c(Cl)c2)nc(N2CCOCC2)n1
→ -18 | i
CNC(=O)c1[nH]cnc1C(=O)N[C@@H](C)C(=O)OC(C)(C)C
→ -21 | i
COc1cccc(-c2nnc(SCCC(=O)O)n2C)c1
→ -7 | i
CC(NC(=O)[C@H](NC(=O)[C@@H]1Cc2ccccc2CN1)c1ccccc1)c1ccccc1 (stereo partly drawn)
→ -16 | i
CCOc1ccccc1NC(=O)Cn1ncc2ccc([N+](=O)[O-])cc21
→ -18 | i
CC(C)(C)NC(=O)N1CCN(S(=O)(=O)c2ccc3c(c2)CCC3)CC1
→ -8 | /
COc1cc2ncnc(NCc3ccccc3)c2cc1OC
→ -24 | i
c1ccc(CSc2nnc(SCc3ccccn3)s2)nc1
→ -18 | i
O=C1CC(C(=O)Nc2cccc3ccccc23)C2(CCCC2)O1 (stereo not drawn)
→ -25 | i
Nc1ccccc1SC1CC(=O)N(c2ccc3c(c2)OCCO3)C1=O (stereo not drawn)
→ -17 | i
O=C(O)C1C2C=CC(C2)C1C(=O)OCc1ccccc1 (stereo not drawn)
→ -22 | i
CCC(C)[C@H](NC(=O)N1CC(=O)Nc2ccccc21)C(=O)N[C@H](Cc1ccccc1)C(=O)O (stereo partly drawn)
→ 5 | i
CC(=O)c1c(C)[nH]c(C(=O)N(CCc2ccccc2)Cc2ccccc2)c1C
→ -40 | i
Nc1nc(NCCCN2CCOCC2)nc(Nc2ccc(F)cc2)c1[N+](=O)[O-]
→ -25 | i
CCc1ccccc1NC(=O)c1cc(S(=O)(=O)N2CCCC2)c[nH]1
→ -11 | i
CCOP(=O)(OCC)C(Nc1cccc([N+](=O)[O-])c1)c1ccc(N(C)C)cc1 (stereo not drawn)
→ -21 | i
COc1ccc(N2CCN(C(=O)CSc3nnc4n3C(C)(C)Cc3ccccc3-4)CC2)cc1
→ -29 | i
COCCN(C(=O)CSc1nc2nc(C)cc(C)n2n1)c1c(N)n(Cc2ccccc2)c(=O)[nH]c1=O
→ -6 | i
Cc1cccc(OCCSc2nncn2C)c1
→ -9 | i
CCN1CCN(C(=O)C2CCN(S(=O)(=O)c3ccc(Br)cc3)CC2)CC1
→ / | i
CNC(=O)c1ncnnc1N(C)C(=O)NCc1ccccc1
→ -3 | i
O=C1N[C@@H](c2ccccc2)COC(=O)[C@@H](Cc2ccc(F)cc2)CC/C=C/C[C@@H]1CC(=O)N(CCO)Cc1ccccc1
→ -2 | /
Cc1c(C)[n+](=O)c2c(n1[O-])CCC2
→ 0 | i
CCOC(=O)c1csc(N/N=C2\CCCc3ccccc32)n1
→ -14 | i
COc1ccc(S(=O)(=O)N2CCN(Cc3ccccc3[N+](=O)[O-])CC2)cc1
→ -14 | i
Cc1cc(C)c2c(c1)OC(=O)CC2c1ccc2c(c1)OCO2 (stereo not drawn)
→ -6 | /
O=S(=O)(Cc1ccc(Cl)cc1)NCC1CCCO1 (stereo not drawn)
→ -7 | i
O=C(Oc1cccccc1=O)c1ccccc1
→ -13 | i
O=C1C(=O)N(c2ccccc2)C(c2ccccc2[N+](=O)[O-])/C1=C(\O)c1ccccc1 (stereo not drawn)
→ -8 | i
O=C(CSc1ncnc2scc(-c3ccccc3)c12)NCc1ccc2c(c1)OCO2
→ -17 | i
CCOC(=O)C1(Cc2ccccc2C(F)(F)F)CCN(C2CCCC2)CC1
→ -28 | i
O=c1oc2ccccc2cc1-c1nc(-c2cccs2)cs1
→ 3 | i
CC(=O)c1ccc(N2CCN(CC3CCCCC3)CC2)cc1
→ -14 | i
CCOC(=O)c1cnc(SC)nc1Sc1cc(Cl)ccc1Cl
→ -13 | i
COc1cc(C(=O)NCc2ccc3c(c2)cc(C)n3C)cc(OC)c1OC
→ -33 | i
O=C(Nc1ccc(Cl)cc1-c1nc2ccccc2s1)c1ccco1
→ -16 | i
COc1cc(/C=N/N2CCN(c3ccccc3OC)CC2)ccc1O
→ -12 | i
CCOC(=O)CNC(=S)SC
→ -13 | i
Cc1cc(C)n2nc(C(=O)N(C)c3c(N)n(Cc4ccccc4)c(=O)[nH]c3=O)nc2n1
→ -7 | i
CCOc1nc(OCC)c2cnn(C)c2n1
→ -14 | i
O=C1N=C(N2CCCCC2)SC1=C1CCCC1
→ -10 | i
Cc1cccc(OCc2nnc(NC(=O)Cc3cccs3)s2)c1
→ -13 | i
O=C(O)c1ccccc1C(=O)c1ccc(N2CCOCC2)c([N+](=O)[O-])c1
→ 0 | i
CCn1c(SCC#N)nc2ccccc2c1=O
→ -3 | i
CC(C)(C)S(=O)(=O)c1nc2ccccc2s1
→ -18 | i
CC1CCCCC1NC(=O)CN1C(=O)CSc2cc(S(=O)(=O)N3CCCCCC3)ccc21 (stereo not drawn)
→ -15 | i
c1ccc(Cc2nn3c(-c4ccncc4)nnc3s2)cc1
→ -15 | i
Cc1cccc(NC(=O)c2sc3ncn(CC(=O)N4CCN(c5ccccn5)CC4)c(=O)c3c2C)c1
→ -12 | i
CCc1nnc(NC(=O)CCC(=O)N2CCN(S(=O)(=O)c3cc(Cl)ccc3OC)CC2)s1
→ -25 | i
CN(c1cccc(NC(=O)CN(c2ccc(F)cc2)S(C)(=O)=O)c1)S(C)(=O)=O
→ -15 | i
CC(CC(=O)N1CCN(c2cccc(Cl)c2)CC1)S(=O)(=O)c1ccc2c(c1)NC(=O)CO2 (stereo not drawn)
→ 57* | i
CCc1ccc(CCC(=O)Nc2nnc(C)s2)o1
→ -3 | i
CC1(C)CC(=O)C(C=NCc2ccc3c(c2)OCO3)=C(O)C1
→ 3 | i

# The results go on.
# Values in the order – OX1R antag | CHT PAM
CCCN1CCN(CCCNC(=O)c2ccccc2NC(=O)C2=C(C)OCCS2)CC1
→ -9 | i
COc1cccc(C(=O)N(C)c2nnc(-c3ccncc3)s2)c1
→ -3 | i
O=C(NCC1CCCO1)C(=O)N/N=C/c1ccc(O)c(Cl)c1 (stereo not drawn)
→ -3 | i
Cn1c(SCc2nc(-c3ccccc3)no2)nnc1-c1cccs1
→ -14 | i
CN(C)S(=O)(=O)c1ccc(C(=O)NCCOc2ccccc2)cc1
→ -15 | i
O=C(CN1CCOCC1)N1CCN(c2ccc([N+](=O)[O-])cc2)CC1
→ -4 | i
Cc1ccc(S(=O)(=O)Nc2ccc(-n3cnnn3)cc2)c(C)c1
→ -7 | /
Cc1cc(NC(=O)CSc2nc3ccccc3n2CCC#N)no1
→ -25 | i
CC(=O)NS(=O)(=O)c1ccc(NC(=O)c2cccc(S(=O)(=O)N3CCc4ccccc43)c2)cc1
→ 0 | i
Cc1ccc(NC(=O)CN2C(=O)N/C(=C\c3cccnc3)C2=O)cc1
→ -1 | i
CCCC(=O)NC(c1ccco1)c1c(O)ccc2ccccc12 (stereo not drawn)
→ -16 | i
CCN(c1cccc(C)c1)S(=O)(=O)c1c(C)[nH]c(=O)[nH]c1=O
→ -6 | i
CCOC(=O)C1CCN(C(=O)CSc2ccc(Br)cc2)CC1
→ -18 | i
CNc1nc(Cl)c(SC)c(NC2CCCCC2)n1
→ -40 | i
CCNC(=O)N1CCNC(=O)C1CC(=O)Nc1ccc(C(=O)OCC)cc1 (stereo not drawn)
→ -13 | i
COc1cccc(CN2CCNC(=O)C2CC(=O)NCc2cn3ccc(C)cc3n2)c1OC (stereo not drawn)
→ -6 | i
Cc1cccc(C(=O)NC(=S)Nc2ccccc2C(F)(F)F)c1
→ -37 | i
Cc1cnc(C)c(N2CCC(C(=O)NCc3ccco3)CC2)n1
→ -11 | i

# Full records, looked up by structure. Order of values: OX1R antag	CHT PAM
# Listed for CC(C)(C)S(=O)(=O)c1nc2ccccc2s1 → -18	i
# Listed for COc1ccccc1NC(=O)/C(=C\c1cccnc1)NC(=O)c1ccccc1 → -2	i
